Screening data (PubChem BioAssay)
RGS8-Gao reg: RGS8-Galphao binding modulators, primary screen, biochemical, multiplexed bead flow cytometry; response (percent of control binding), % at 10 µM; AID 1423, 2008; actives lie on both sides; 220,000 compounds, 0.34% hits; in the data active = response below about 60% or above about 140%; inactive = in between;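 note: Galphao activated as the GDP aluminium fluoride complex binding bead-coupled RGS8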
Target sequence (P09471 whole entry, looked up): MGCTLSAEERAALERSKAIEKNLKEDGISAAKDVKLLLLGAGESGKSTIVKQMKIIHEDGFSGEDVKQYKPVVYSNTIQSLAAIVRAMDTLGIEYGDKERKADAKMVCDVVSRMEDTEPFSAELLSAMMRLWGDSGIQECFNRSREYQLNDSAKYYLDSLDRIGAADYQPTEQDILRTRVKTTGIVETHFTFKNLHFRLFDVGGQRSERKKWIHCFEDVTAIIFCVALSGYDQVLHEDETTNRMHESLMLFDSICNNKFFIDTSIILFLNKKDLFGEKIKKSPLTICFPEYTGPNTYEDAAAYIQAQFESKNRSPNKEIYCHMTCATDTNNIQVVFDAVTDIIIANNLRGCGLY
Bfl-1 Bim block: inhibitors of Bim binding to Bfl-1, primary screen, biochemical, multiplexed, bead-based flow cytometry; Bcl-2-related protein A1 (Homo sapiens), Q16548; Bim-Bfl-1 binding inhibition; inhibition, % at 10 µM; 190,000 compounds, 0.12% hits;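 note: 0% = wells without compound plus tracer and 100% = blocker peptide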
Bcl-B Bim block: inhibitors of Bim-Bcl-B binding, primary screen, biochemical, multiplexed, human Bcl-2 family; Bcl-2-like protein 10 (Homo sapiens), Q9HD36; bead-based flow cytometry, Bim peptide-Bcl-B binding; inhibition, % at 10 µM; 190,000 compounds, 0.073% hits; AID 951, 2007;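 note: 0% = tracer peptide without compound and 100% = reference inhibitor peptide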
Target sequence (Q9HD36 whole entry, looked up): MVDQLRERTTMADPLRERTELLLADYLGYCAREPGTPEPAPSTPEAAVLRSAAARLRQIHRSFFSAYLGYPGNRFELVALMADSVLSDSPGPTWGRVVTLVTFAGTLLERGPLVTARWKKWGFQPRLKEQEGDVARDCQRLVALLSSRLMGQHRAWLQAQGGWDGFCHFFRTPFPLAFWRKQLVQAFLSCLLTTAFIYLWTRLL
Mcl1-Bid inh: Mcl-1/Bid binding inhibitors, primary screen, biochemical, TR-FRET, 1536-well; TR-FRET Mcl-1/Bid-Dy647 peptide binding; inhibition, % at 21.7 µM; 220,000 compounds, 0.97% hits; AID 1021, 2008;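 active = compounds that cut the binding signal by more than half at the single screening dose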;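 note: His-tagged Mcl-1 with europium anti-His antibody binding Bid BH3 peptide; 0% = Mcl-1 plus peptide wells and 100% = peptide-only wells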
Bim-Mcl-1: inhibitors of Bim peptide binding to Mcl-1, primary screen, biochemical, bead-based flow cytometry, multiplex; Induced myeloid leukemia cell differentiation protein Mcl-1 (Homo sapiens), Q07820; AID 1009, 2008; inhibition, % at 10 µM; Bim peptide-Mcl-1 binding; 190,000 compounds, 0.1% hits;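 note: 0% = no compound tracer wells and 100% = peptide blocker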
Bim-Bcl-W: inhibitors of Bim binding to Bcl-W, primary screen, biochemical, multiplexed, bead-based flow cytometry; 190,000 compounds, 0.02% hits; inhibition, % at 10 µM; Bim peptide-Bcl-W binding;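 note: 0% = bound tracer without compound and 100% = peptide blocker; higher means less fluorescent Bim peptide bound to Bcl-W beads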
Target sequence (Q92843 whole entry, looked up): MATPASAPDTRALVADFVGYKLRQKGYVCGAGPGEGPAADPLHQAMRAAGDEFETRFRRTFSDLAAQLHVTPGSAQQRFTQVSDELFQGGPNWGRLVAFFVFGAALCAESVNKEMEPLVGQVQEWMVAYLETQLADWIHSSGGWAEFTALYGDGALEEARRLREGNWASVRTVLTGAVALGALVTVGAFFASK
RGS7-Gao: RGS7-Galphao binding modulators, primary screen, biochemical, multiplexed bead flow cytometry. Guanine nucleotide-binding protein G(o) subunit alpha (Homo sapiens), P09471. actives lie on both sides. binding response (% of control), % at 10 µM. 220,000 compounds, 0.35% hits. AID 1439, 2008; in the data active = binding response below about 49% or above about 150%; inconclusive = no clear call, values can overlap the other calls; inactive = in between;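 note: fluorescent Galphao held in activated GDP-AlF4 state binding bead-coupled RGS7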
Bim-Bcl-XL: inhibitors of Bim-Bcl-XL binding, primary screen, biochemical, multiplexed, bead flow cytometry, human Bcl-XL. Bcl-2-like protein 1 (Homo sapiens), Q07817. Bim peptide-Bcl-XL binding, fluorescence. inhibition, % at 10 µM. 190,000 compounds, 0.04% hits. AID 1007, 2008
Target sequence (Q07817 whole entry, looked up): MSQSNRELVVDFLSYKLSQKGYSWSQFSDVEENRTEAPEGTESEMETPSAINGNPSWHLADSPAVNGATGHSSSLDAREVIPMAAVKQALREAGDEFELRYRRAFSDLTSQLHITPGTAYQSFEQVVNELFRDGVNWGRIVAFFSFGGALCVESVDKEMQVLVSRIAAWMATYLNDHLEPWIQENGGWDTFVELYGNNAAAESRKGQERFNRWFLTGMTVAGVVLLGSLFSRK
Bcl-2 Bim block: inhibitors of Bim-Bcl-2 binding, primary screen, biochemical, multiplexed, human Bcl-2 family; Apoptosis regulator Bcl-2 (Homo sapiens), P10415; 190,000 compounds, 0.06% hits; Bead-based flow cytometry, Bim peptide-Bcl-2 binding; AID 950, 2007; inhibition, % at 10 µM; in the data active = inhibition above about 40%; inconclusive = no clear call, values can overlap the other calls;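 note: 0% = no compound wells with probe peptide and 100% = reference peptide inhibitor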
RGS4-Gao reg: modulators of RGS4 binding to Galphao, primary screen, biochemical, multiplexed bead flow cytometry | binding response (% of control), % at 10 µM | AID 1415, 2008 | 220,000 compounds, 0.33% hits | Guanine nucleotide-binding protein G(o) subunit alpha (Homo sapiens), P09471 | actives lie on both sides; in the data active = binding response below about 49% or above about 150%; inactive = in between;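 note: fluorescent Galphao activated with aluminum fluoride binding bead-coupled RGS4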
Mcl1 Noxa PPI: Mcl-1/Noxa binding inhibitors, primary screen, biochemical, TR-FRET, 1536-well. Induced myeloid leukemia cell differentiation protein Mcl-1 (Homo sapiens), Q07820. TR-FRET Mcl-1/Noxa peptide binding, 2 h. inhibition, % at 21.7 µM. 220,000 compounds, 1.5% hits. AID 1022, 2008;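 active = compounds that cut the protein-peptide binding signal by more than 50% relative to plate controls in a single-dose test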;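 note: His-tagged Mcl-1 with rhodamine Noxa BH3 peptide and terbium anti-His antibody; 0% = Mcl-1 plus Noxa peptide wells and 100% = peptide-only wells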
Numbers without * were called inactive; ? = inconclusive; / = not tested or not shown. Cut-off read from the data, not from the text of the source, unless noted: active = inhibition above about 40%.

SMILES	RGS8-Gao reg	Bfl-1 Bim block	Bcl-B Bim block	Mcl1-Bid inh	Bim-Mcl-1	Bim-Bcl-W	RGS7-Gao	Bim-Bcl-XL	Bcl-2 Bim block	RGS4-Gao reg	Mcl1 Noxa PPI
NNC(=O)c1ccc(CN2C(=O)c3cccc4cccc2c34)cc1	101.3	8.0	3.0	-25.0	5.0	1.0	99.9	1.0	2.0	98.9	23.9
c1ccc(Cn2ccnc2-c2ccco2)cc1	96.2	-10.0	-8.0	-30.0	0.0	0.0	95.1	0.0	-6.0	93.6	15.5
Cc1c(CN(C)C)c2c(n1Cc1ccccc1)C(=O)c1ccc(Br)cc1-2	104.2	-10.0	-12.0	-26.8	-1.0	3.0	106.1	-5.0	-7.0	107.3	26.5
CCCCNC(=O)C(=O)NCc1ccncc1	102.7	/	/	-29.6	/	/	?	/	/	104.0	-9.2
COc1c(/C=N/Nc2nc(N3CCCCC3)nc(N3CCCCC3)n2)cccc1[N+](=O)[O-]	106.8	-1.0	-1.0	13.3	0.0	0.0	103.6	-5.0	3.0	104.3	-12.2
CCCC(=O)NC(c1ccccc1OC)c1ccc2cccnc2c1O (centres undefined)	98.7	-2.0	0.0	-128.8	0.0	1.0	111.7	-2.0	-4.0	98.9	-5.5
CSC1=N/C(=C/c2cccnc2)C(=O)N1Cc1ccccc1	11.5*	/	/	-23.4	/	/	?	/	/	-9.4*	-42.2
O=C(NCCc1c[nH]c2ccccc12)/C(=C\c1cccnc1)NC(=O)c1ccco1	102.0	0.0	-2.0	-60.6	-3.0	-3.0	96.6	-2.0	-4.0	95.5	2.6
Cc1ccccc1-c1nn(-c2ccc(F)cc2F)cc1CNC1CC1	97.4	-1.0	-10.0	-2.5	0.0	2.0	94.4	-3.0	0.0	94.5	4.3
CC(=O)c1ccc(Sc2nnc(C)s2)c([N+](=O)[O-])c1	100.4	1.0	1.0	-27.6	-3.0	0.0	98.7	1.0	1.0	99.4	7.8
Cn1cnnc1SC1c2cccc3cccc(c23)C1NS(=O)(=O)c1ccc(Cl)cc1 (centres undefined)	100.7	-3.0	-8.0	-31.5	-4.0	-2.0	99.4	-4.0	-4.0	100.6	2.8
Nc1sc2c(c1C(=O)NC1CCS(=O)(=O)C1)CCCC2 (centres undefined)	98.1	7.0	-12.0	-3.5	-2.0	0.0	97.4	-5.0	-1.0	96.4	39.6
Cc1ccccc1OCC(=O)Nc1sc2c(c1C#N)CCC2	106.4	-9.0	-7.0	11.4	0.0	0.0	102.0	-1.0	-9.0	99.8	-13.7
O=C1NCCCN1Cc1ccc(F)cc1	100.7	-14.0	-10.0	-31.2	-4.0	-3.0	100.7	-11.0	-11.0	101.5	16.3
O=C(CCNc1ccc(Br)cc1)c1cccc([N+](=O)[O-])c1	101.7	2.0	6.0	-58.4	36.0	0.0	98.6	0.0	4.0	98.9	1.3
O=S(=O)(c1cccs1)n1cccn1	105.3	-8.0	-5.0	-8.9	1.0	2.0	110.2	0.0	-5.0	110.6	0.6
CCOc1cc(C=C(C(=O)OC)C(=O)OC)ccc1OCc1ccc([N+](=O)[O-])cc1	96.0	-4.0	-4.0	-0.8	-1.0	5.0	94.2	0.0	-5.0	99.2	-1.8
CCOC(=O)c1c(NC(=O)CSc2nc3cc(Cl)ccc3c(=O)n2Cc2ccco2)sc(C(=O)N(C)C)c1C	98.8	-8.0	-11.0	-13.6	-5.0	-10.0	97.8	-13.0	-5.0	98.7	-18.3
O=C(Nc1nc2ccc(Cl)cc2s1)c1ccc(N2CCCCC2)c([N+](=O)[O-])c1	101.8	-5.0	-7.0	-11.5	-6.0	-6.0	93.1	-6.0	0.0	98.8	19.1
COc1ccc(/C=C(/NC(=O)c2cccc([N+](=O)[O-])c2)C(=O)O)cc1OC	100.4	-5.0	0.0	-18.0	3.0	0.0	95.5	-2.0	1.0	103.8	9.2
CCOC(=O)Cn1c(=O)n(Cc2ccco2)c(=O)c2ccc(C(=O)NCCc3ccccc3)cc21	100.9	-1.0	-4.0	-23.6	-4.0	0.0	97.5	0.0	-2.0	100.6	10.0
C/C(=C\c1ccccc1)C(=O)NC1CCSC1=O (centres undefined)	83.9	6.0	3.0	-11.1	2.0	3.0	79.7	4.0	10.0	83.3	11.4
CCc1nc(SCc2cc(Cl)ccc2OC)n[nH]1	96.6	-15.0	-9.0	-0.5	-3.0	-1.0	98.7	-2.0	-10.0	96.7	12.3
O=C1Nc2ccc([N+](=O)[O-])cc2C1(O)N1CCCCC1 (centres undefined)	104.2	-9.0	-11.0	3.6	0.0	1.0	103.0	-11.0	-9.0	105.5	2.9
c1ccc(OCCSc2nnc3sc4ccccc4n23)cc1	100.4	-15.0	-2.0	12.3	1.0	3.0	99.6	0.0	-3.0	101.0	-1.2
COc1cccc(CNC(=O)C2CCC(CNc3c(N4CCC(C)CC4)c(=O)c3=O)CC2)c1 (centres undefined)	121.5	/	/	-24.0	/	/	?	/	/	120.0	-22.1
Cc1ccc(-c2nc3ccccc3o2)cc1NC(=S)NC(=O)c1cccs1	101.9	-16.0	-13.0	31.5	-4.0	-2.0	103.3	-7.0	-11.0	102.8	20.1
Fc1ccc(-n2c(-c3cc(C4CC4)[nH]n3)n[nH]c2=S)cc1Cl	92.1	/	/	-45.8	/	/	?	/	/	88.9	5.5
CCOc1ccc(N2CC(C(=O)NCCC3=CCCCC3)CC2=O)cc1 (centres undefined)	98.4	-8.0	-4.0	-20.5	-3.0	2.0	96.8	-6.0	-7.0	101.0	11.4
CCNc1nc(NCC)nc(C(=O)Nc2ccccc2)n1	100.8	-2.0	-1.0	-48.1	-2.0	-5.0	98.9	-4.0	-5.0	100.0	64.8*
CN(C)NC1CCS(=O)(=O)C1 (centres undefined)	101.1	-1.0	0.0	-9.4	-1.0	0.0	102.5	-1.0	0.0	103.0	51.6*
Cc1nc2nc(SCC(=O)NCCN3CCOCC3)nn2c(C)c1Cc1ccccc1	100.4	-14.0	-6.0	-13.3	-2.0	0.0	100.1	-5.0	-10.0	99.7	4.2
Nc1nnc(CCS(=O)(=O)c2ccc(Cl)cc2)s1	95.2	-8.0	-4.0	1.7	-2.0	-2.0	90.0	-3.0	-3.0	90.2	13.6
Cc1nc2ccc(NC(=O)c3cccc(C(F)(F)F)c3)cc2o1	104.0	-4.0	-2.0	6.7	-3.0	-3.0	102.1	0.0	-5.0	100.2	7.7
CCCCCc1cc(=O)oc2c(C(CCN(CC)CC)c3cc(OC)c(OC)c(OC)c3)c(OC)cc(OC)c12 (centres undefined)	101.4	/	/	-26.7	/	/	?	/	/	98.4	8.8
O=C(N/N=C/C1CC=CCC1)c1cc(-c2cccnc2)nc2ccccc12 (centres undefined)	100.0	-5.0	-5.0	-12.8	0.0	-2.0	97.0	-3.0	-1.0	99.5	12.2
CC(C)(C)c1ccc(-c2nnc(NC(=O)c3ccccc3)s2)cc1	99.2	0.0	-3.0	-15.5	0.0	0.0	96.5	-1.0	2.0	98.9	-8.5
O=C(CSc1nnc(-c2ccccc2Br)o1)N1CCN(C(=O)c2ccco2)CC1	96.0	1.0	0.0	-3.3	0.0	0.0	93.9	2.0	3.0	97.2	15.8
CC(=O)NC(NC(=S)N1CCCCCC1)C(Cl)(Cl)Cl (centres undefined)	102.5	-7.0	-9.0	-15.8	-4.0	0.0	101.2	-6.0	-8.0	99.1	4.6
CC(C)CC(=O)CC1(O)C(=O)Nc2ccccc21 (centres undefined)	100.1	-9.0	-5.0	-2.1	-3.0	-2.0	105.9	0.0	-3.0	101.8	-2.1
Clc1ccc2c(N/N=C/c3cccnc3)ccnc2c1	105.9	0.0	3.0	-29.5	2.0	4.0	103.4	3.0	0.0	99.5	33.9
CS(=O)(=O)N1CCC(C(=O)Nc2ccc(F)cc2F)CC1	101.2	-16.0	-6.0	-3.5	-6.0	-2.0	118.2	-5.0	-14.0	103.7	-7.1
CN(Cc1nc(CC2CC2)no1)CC12CC3CC(CC(C3)C1)C2	100.5	-6.0	-1.0	-23.5	0.0	0.0	96.1	-2.0	-1.0	98.2	8.1
Cc1cc(C)c(OCCN2C(=O)NC(C)(C)C2=O)c(Cl)c1	103.2	0.0	-1.0	1.5	0.0	0.0	102.8	-2.0	-2.0	98.2	9.4
CC(C)OC(=O)CSc1nnc(Cc2ccccc2)n1CC1CCCO1 (centres undefined)	98.3	-11.0	0.0	-6.7	-2.0	0.0	92.1	2.0	0.0	94.4	4.6
COc1ccc(NC(=O)C2CCCN2S(=O)(=O)c2ccc3c(c2)CCC(=O)N3)cc1 (centres undefined)	85.1	-11.0	-7.0	-3.9	-1.0	-1.0	72.0	-6.0	-8.0	77.8	2.4
COc1ccccc1CC(=O)NNC(=O)c1cccs1	102.6	-1.0	-1.0	-32.3	3.0	1.0	104.9	2.0	6.0	99.8	-19.3
C#CCn1c(S(=O)(=O)Cc2ccccc2Cl)nc(-c2ccccc2)c1-c1ccccc1	100.6	-10.0	-1.0	-15.0	3.0	5.0	99.6	-1.0	-1.0	96.7	9.4
CCCOc1ccc(C2C3=C(Nc4nc(N)[nH]c(=O)c42)c2ccccc2C3=O)cc1 (centres undefined)	99.7	/	/	-22.8	/	/	?	/	/	95.6	48.7
COc1ccccc1NC(=S)NNC(=O)c1c(Cl)c(C)nn1C	101.9	1.0	-4.0	-69.7	3.0	2.0	97.8	2.0	0.0	100.8	1.9
COc1ccccc1C(=O)NCc1n[nH]c(=S)n1Cc1ccccc1	97.7	-1.0	-18.0	-41.4	-5.0	-5.0	99.9	-6.0	-4.0	96.6	11.0
